ANO1 activ = TMEM16A chloride channel activators or potentiators, primary screen, cell-based, HTS. Anoctamin-1 (Mus musculus), Q8BHY3. HEK293 TMEM16A/YFP-H148Q/I152L, iodide quench fluorescence; hits give low values. B-score at 10 µM. 340,000 tested, 0.3% active. AID 623877, 2012;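 active = fluorescence-ratio B-score plate-corrected deviation score at least 3 library SD below zero, with starting fluorescence score within 5 deviations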;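 also: channel opened by trigger with iodide after compound preincubation; score built on the fluorescence ratio of max minus min over baseline; more negative score means more quench and so TMEM16A activation or potentiation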
Target sequence (Q8BHY3 whole entry, looked up): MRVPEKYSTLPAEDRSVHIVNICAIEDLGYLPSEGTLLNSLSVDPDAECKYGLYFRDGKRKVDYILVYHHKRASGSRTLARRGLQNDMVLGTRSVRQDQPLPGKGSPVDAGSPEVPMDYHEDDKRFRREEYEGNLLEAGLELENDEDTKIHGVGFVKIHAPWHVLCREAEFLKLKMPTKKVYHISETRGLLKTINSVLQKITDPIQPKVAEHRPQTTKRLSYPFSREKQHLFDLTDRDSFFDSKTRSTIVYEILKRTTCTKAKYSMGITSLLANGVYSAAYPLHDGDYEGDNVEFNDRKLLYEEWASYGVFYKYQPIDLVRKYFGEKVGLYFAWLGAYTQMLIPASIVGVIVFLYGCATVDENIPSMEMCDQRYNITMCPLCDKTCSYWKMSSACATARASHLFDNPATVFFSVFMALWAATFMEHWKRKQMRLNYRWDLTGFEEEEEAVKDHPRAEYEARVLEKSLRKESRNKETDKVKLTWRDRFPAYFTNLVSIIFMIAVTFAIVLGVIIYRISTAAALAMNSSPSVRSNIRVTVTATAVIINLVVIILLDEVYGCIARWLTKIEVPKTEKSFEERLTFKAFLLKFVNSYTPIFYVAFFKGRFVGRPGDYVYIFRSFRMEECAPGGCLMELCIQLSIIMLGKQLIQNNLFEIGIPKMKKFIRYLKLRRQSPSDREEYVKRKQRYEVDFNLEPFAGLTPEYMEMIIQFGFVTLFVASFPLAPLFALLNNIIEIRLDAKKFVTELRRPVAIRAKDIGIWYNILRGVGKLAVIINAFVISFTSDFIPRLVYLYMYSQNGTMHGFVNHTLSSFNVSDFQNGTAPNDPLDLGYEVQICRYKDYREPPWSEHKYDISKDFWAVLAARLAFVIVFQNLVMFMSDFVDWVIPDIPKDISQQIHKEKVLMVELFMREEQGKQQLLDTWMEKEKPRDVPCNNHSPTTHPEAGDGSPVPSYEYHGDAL
Calls only; i = inactive. Not all compounds are listed; the hit share may differ from the screen's.

SMILES | ANO1 activ
C=CCNC(=O)c1cccc2c1C(=O)c1ccc(N3CCCC3)cc1S2(=O)=O | i
Cc1cccc(NC(=O)c2ccc(C)c(S(=O)(=O)N3CCOCC3)c2)n1 | i
CCOC(=O)c1c(C)[nH]c(C(=O)N(C)CC(=O)Nc2ccc(OC)cc2)c1C | i
Cc1cccc(NC(=O)CNC(=O)CN2C(=O)NC(C)(CCC(C)C)C2=O)c1C (centres undefined) | i
COc1ccc(S(N)(=O)=O)cc1C(=O)NNC(=O)c1cccc(S(=O)(=O)N2CCOCC2)c1 | i
CC(C)(C)OC(=O)C[C@H]1C/C=C\C[C@H](CC(=O)NCCO)C(=O)NC[C@@H](c2ccccc2)OC1=O | i
COc1cc(C)ccc1OCC(=O)Nc1nnc(C2CC2)s1 | i
CS(=O)(=O)c1ccc(Cl)c(C(=O)Nc2ccc3nc(N4CCOCC4)sc3c2)c1 | i
O=c1oc(CCCO)cc2ccc(/C=C/c3cccc([N+](=O)[O-])c3)cc12 | i
CCOC(=O)c1ccccc1NC(=O)COC(=O)CCC1CCCC1 | i
O=C(NCCC(=O)N1CCN(Cc2c(F)cccc2Cl)CC1)c1ccc(Cl)cc1 | i
CN(c1ccccc1)S(=O)(=O)c1ccccc1Br | i
O=C(COC(=O)CNC(=O)c1ccc(Cl)c([N+](=O)[O-])c1)NNC(=O)c1ccccc1F | i
CSCc1cccc(C(=O)OC(C)C(=O)Nc2c(C)n(C)n(-c3ccccc3)c2=O)c1 (centres undefined) | i
O=c1cc(CN2CCN(S(=O)(=O)c3ccccc3)CC2)nc2ccc(Cl)cn12 | i
CCN(CC)S(=O)(=O)c1ccc(N2CC(C(=O)NCCc3ccc(Cl)cc3)CC2=O)cc1 (centres undefined) | i
CC(C)C(=O)N[C@@H]1c2ccccc2CC[C@@H]1OCc1ccccc1 | i
O=c1[nH]cnc2c1ccn2C1OC(CO)C(O)C1O (centres undefined) | i
CSc1ncccc1C(=O)OCC(=O)N1CCCC1 | i
O=C(COC(=O)c1ccccc1C(F)(F)F)NC(=O)NCc1ccco1 | i
C#CCOCCOCCOCCNc1nc(N2CCN(C(=O)Cn3cc(CCO)nn3)CC2)nc(N2CCN(C(=O)[C@H]([C@@H](C)CC)n3cc(CCCCN)nn3)CC2)n1 | i
O=C(COC(=O)c1ccc(O)cc1O)NNC(=O)c1cccs1 | i
O=C(Nc1ccc(N2CCOCC2)c(S(=O)(=O)Nc2ccccc2Cl)c1)c1ccccc1 | i
O=C(N[C@H]1/C=C\[C@@H](O)CCCC1)OCc1ccccc1 | i
COc1ccc(Nc2nnc(SCC(=O)NC3CC3)s2)cc1 | i

Grouped by structure: the entries above containing nitrogen in an aromatic ring.
SMILES | ANO1 activ
Cc1cccc(NC(=O)c2ccc(C)c(S(=O)(=O)N3CCOCC3)c2)n1 | i
CCOC(=O)c1c(C)[nH]c(C(=O)N(C)CC(=O)Nc2ccc(OC)cc2)c1C | i
COc1cc(C)ccc1OCC(=O)Nc1nnc(C2CC2)s1 | i
CS(=O)(=O)c1ccc(Cl)c(C(=O)Nc2ccc3nc(N4CCOCC4)sc3c2)c1 | i
CSCc1cccc(C(=O)OC(C)C(=O)Nc2c(C)n(C)n(-c3ccccc3)c2=O)c1 (centres undefined) | i
O=c1cc(CN2CCN(S(=O)(=O)c3ccccc3)CC2)nc2ccc(Cl)cn12 | i
O=c1[nH]cnc2c1ccn2C1OC(CO)C(O)C1O (centres undefined) | i
CSc1ncccc1C(=O)OCC(=O)N1CCCC1 | i
C#CCOCCOCCOCCNc1nc(N2CCN(C(=O)Cn3cc(CCO)nn3)CC2)nc(N2CCN(C(=O)[C@H]([C@@H](C)CC)n3cc(CCCCN)nn3)CC2)n1 | i
COc1ccc(Nc2nnc(SCC(=O)NC3CC3)s2)cc1 | i

Following part:
SMILES | ANO1 activ
Cc1ccc(S(=O)(=O)NC(CCC(N)=O)C(=O)NCc2ccc3c(c2)OCO3)c(C)c1 (centres undefined) | i
COc1ccc(C2c3c(c(C)c(C)oc3=O)Oc3c(C)c(C)oc(=O)c32)cc1 | i
CCOC(=O)C1CCCN(C(=O)c2ccc(S(=O)(=O)Nc3ccccc3OC)cc2)C1 (centres undefined) | i
O=C(Cc1ccc([N+](=O)[O-])cc1)Nc1cccc(C(=O)N2CCCC2)c1 | i
Nc1ccc2c(c1)C(=O)c1cc(Cl)c(Cl)cc1-2 | i
COc1ccc(OC)c(NC(=O)CSc2ncnc3sc(C)cc23)c1 | i
CN(C(=S)NC(=O)C12CC3CC(CC(C3)C1)C2)c1ccc(O)cc1 | i
COc1ccc(N2CCN(C(=O)c3ccc4c(c3)CC(c3ccccc3)OC4=O)CC2)cc1 (centres undefined) | i
CC(=O)Nc1ccc(CCCCc2ccccc2)cc1 | i
C=CC[C@@H](CC(=O)NCCO)C(=O)N[C@@H](COC(=O)[C@@H](CC=C)Cc1ccc(F)cc1)Cc1ccccc1 | i
C[C@H]1CN([C@@H](C)CO)C(=O)c2cccc(NC(=O)c3nc4ccccc4s3)c2O[C@H]1CN(C)C(=O)Nc1ccc(F)cc1 | i
O=S(=O)(c1cc(F)ccc1F)N1CCN(c2ncnc3ccccc23)CC1 | i
CN(C(=O)C1CCN(S(=O)(=O)c2ccccc2[N+](=O)[O-])CC1)C1CCCCC1 | i
COc1ccc(NC(=O)COC(=O)c2ccc(-n3cnnn3)cc2)c([N+](=O)[O-])c1 | i
COc1cccc(C(=O)N(C)CC(=O)Nc2cccc3ccccc23)c1 | i
CSc1nc(N)nc2c1ncn2CC(=O)NCc1ccc2c(c1)OCO2 | i
O=C(CCNS(=O)(=O)c1cccc(C(F)(F)F)c1)NC1CC1 | i
CC(=O)OCCC(C)C | i
O=C(COC(=O)c1cc(S(=O)(=O)N2CCOCC2)ccc1Cl)NC1CC1 | i
CC(C)C(NC(=O)c1ccccc1)C(=O)NC1CCCc2ccccc21 (centres undefined) | i
O=S(=O)(Nc1ccc2c(c1)OCO2)c1ccc(F)c(F)c1 | i
Cc1cc(C)c(NC(=O)CNC(=O)c2ccccc2SCC(=O)N2CCCC2)c(C)c1 | i
CCN(c1ccc(N=Cc2c(O)n(Cc3ccc(OC)cc3)c(=O)c3ccccc23)cc1)C(C)C | i
Cc1ccc(C)c(S(=O)(=O)N2CCN(C(=O)Cc3sc(C)nc3-c3ccc(F)cc3)CC2)c1 | i
CC(C)N(Cc1ccccc1)C(=O)COC(=O)c1cnc(Cl)c(Cl)c1 | i

(list continues)
SMILES | ANO1 activ
COc1ccc2sc(-c3ccc(S(C)(=O)=O)cc3)c(-c3ccc(SC)cc3)c2c1 | i
Cc1c(N(C)S(=O)(=O)c2ccc(Cl)c(C(=O)NCC3CCCO3)c2)c(=O)n(-c2ccccc2)n1C (centres undefined) | i
Cc1ccc(S(=O)(=O)N2CCN(C(=O)COC(=O)c3ccccc3Cl)CC2)c(C)c1 | i
NC(=O)C[C@H](NC(=O)c1ccc(Cl)cc1)C(=O)OCc1ccccc1 | i
O=[N+]([O-])c1ccc(NN=Cc2ccccc2)nc1 | i
COc1ccc(NC(=O)c2cc(S(=O)(=O)N3CCOCC3)ccc2C)cc1S(=O)(=O)N1CCCCC1 | i
COc1ccc(C(=O)COC(=O)c2c(C)noc2C)cc1Cl | i
CN(Cc1ccc(OC(F)F)cc1)C(=O)c1cccc(S(=O)(=O)N2CCN(c3ccccc3)CC2)c1 | i
C[C@H](CO)N1C[C@H](C)[C@@H](CN(C)C)Oc2c(NC(=O)C3CC3)cccc2C1=O | i
Cc1c(C(C)CCCO)oc(=O)c2c1Oc1c(C)c(C(C)C[C@H](C)O)oc(=O)c1C2 (some centres undefined) | i
O=C1OCCN1C(=O)[C@H]1[C@H](c2ccc(Cl)cc2)C(c2ccccc2)=NN1c1ccc(Br)cc1 | i
COc1ccc(-c2c(-c3ccsc3)oc(=O)c3cc(OC)c(OC)cc23)cc1 | i
CCOC(=O)C1CCN(C(=O)COC(=O)/C=C/c2cccc(OC)c2OC)CC1 | i
CSCCC(NS(=O)(=O)c1ccc2c(c1)OCCO2)C(=O)N(C)Cc1ccccc1F (centres undefined) | i
COc1ccccc1OCCNC(=O)c1cccc(S(=O)(=O)NCc2ccccc2)c1 | i
COc1ccc(NC(=O)C2=CN3CCS(=O)(=O)N=C3C=C2)c(OC)c1 | i
O=[N+]([O-])c1cc2c(c3cccnc13)COCO2 | i
O=C(/C=C/c1ccccc1Cl)OCC(=O)c1ccc[nH]1 | i
Cc1c(Nc2cc(Cl)c3nonc3c2[N+](=O)[O-])c(=O)n(-c2ccccc2)n1C | i
CC(=O)N1CCN(C(=O)c2ccc(-c3ccccc3Cl)o2)CC1 | i
N#CC1=C(SCC(N)=O)NC(=O)CC1c1cccc2ccccc12 (centres undefined) | i
CC(C)(C)OC(=O)N[C@@H](C(=O)OC(C)(C)C)c1ccc2c(c1)OCO2 | i
Cc1ccc2ccccc2c1CSc1nc(N)nc2c1ncn2CC(C)C | i
COc1ccc2sc(/C=C/c3ccccc3O)[n+](C)c2c1 | i
Cc1nc(SCC(=O)Nc2nccs2)c(C#N)c(C)c1C | i

(list continues)
SMILES | ANO1 activ
O=C(c1cccc(S(=O)(=O)Nc2ccc(F)cc2)c1)N1CCCC1 | i
COc1cccc2sc3cc(NCc4ccc5c(c4)OCO5)ccc3c(=O)c12 | i
CCCNC(=O)Cn1c(=O)/c(=C/c2ccc(-c3cccc([N+](=O)[O-])c3)o2)s/c1=C\C(=O)C(C)(C)C | i
C/C(Sc1nnc(Cc2ccccc2)o1)=C(\O)c1ccccc1 | i
CSc1ccccc1NC(=O)CN(C)C(=O)c1ccc(NC(=O)c2cccs2)cc1 | i
O=C(COc1coc(CN2CCN(c3ccc(F)cc3)CC2)cc1=O)NC1CCCCC1 | i
Cc1cc(O)c(Sc2ncn[nH]2)cc1NS(=O)(=O)c1ccc(Cl)cc1 | i
CCOC(=O)C1=C(CC)Nc2ccccc2N=C1NC(=O)c1cc(S(=O)(=O)N2CCOCC2)ccc1C | i
COc1ccc(CCN(C)C(=O)CSc2nc3ccccc3c(=O)n2CC2CCCO2)cc1OC (centres undefined) | i
C[C@H](CO)N1C[C@H](C)[C@H](CN(C)Cc2ccncc2)Oc2ccc(NC(=O)Nc3ccc(C(F)(F)F)cc3)cc2CC1=O | i
CC12CCC3c4cc(CN5CCOCC5)c(O)cc4CCC3C1CCC2=O (centres undefined) | i
Nc1ncccc1C(=O)OCC(=O)NC1CCCCCC1 | i
CN(C)c1ccc(S(=O)(=O)NCC(=O)OCC(=O)NC(=O)C2CCCCC2)cc1[N+](=O)[O-] | i
C(=NN=C(NN=Cc1cccs1)NN=Cc1cccs1)c1cccs1 | i
Cc1cc(C(=O)NNS(=O)(=O)c2cc(C(=O)O)ccc2Cl)c(C)n1-c1ccccc1 | i
CC1CN(Cc2ccccc2)C(=O)NC1=O (centres undefined) | i
COc1ccc(NC(=O)/C=C/c2ccc(S(=O)(=O)N3CCOCC3)cc2)cc1 | i
Cc1c2cnn(CC(=O)NCCN3CCOCC3)c(=O)c2c(C)n1Cc1ccccc1F | i
COc1ccc(Cl)cc1NC(=O)CN(C)C(=O)c1cc(=O)c2ccccc2o1 | i
Cc1ccsc1C(=O)NCCc1ccco1 | i
CCCCN(C(=O)c1cc2c(s1)CCC2)c1c(N)n(CCC)c(=O)[nH]c1=O | i
CC(=O)c1ccc(S(=O)(=O)NCCCC(=O)N(C)Cc2ccc3c(c2)OCO3)cc1 | i
CN(c1ccc(OCC(=O)OCC(=O)Nc2ccc(OC(F)F)cc2)cc1)S(=O)(=O)c1cccs1 | i
O=C(COC(=O)c1ccc(Cl)nc1)NNC(=O)c1ccc(Br)cc1 | i
CN1CCC(CC(C(=O)N2CCCC2)(c2ccccc2)c2ccccc2)C1 (centres undefined) | i

Going on with the list:
SMILES | ANO1 activ
O=C(c1ccncc1)N1CCN(S(=O)(=O)c2ccccc2F)CC1 | i
CN(C(=O)c1ccc(NC(=O)Cc2ccc(NC(=O)C3CCCN(C(=O)C4CCCC4)C3)cc2)cc1)C1CC1 (centres undefined) | i
CCN(C(=O)COC(=O)CCC1CCCC1)c1c(N)n(Cc2ccccc2)c(=O)[nH]c1=O | i
CC(=O)OCC1=C(C(=O)O)N2C(=O)C(NC(=O)CC(C)c3ccccc3)C2SC1 (centres undefined) | i
Cc1ccc(C2=C(O)C(=O)C(c3ccc(C)cc3)=C(O)C2=O)cc1 | i
CC1CCCCC12NC(=O)N(CC(=O)Nc1ccc(Cl)c(S(=O)(=O)N3CCOCC3)c1)C2=O (centres undefined) | i
N#CCC(=O)Nc1ccc(C(=O)NNC(=S)NC2CC2)cc1 | i
Cc1noc(C)c1C(=O)Nc1ccccc1N1CCCC1 | i
Cc1ccc(S(=O)(=O)Nc2cc(C)cc(CCNC=O)c2C)cc1 | i
O=C1COc2ccc(C(=O)COC(=O)CNS(=O)(=O)c3cccc(F)c3)cc2N1 | i
COCC(C)n1c(SCC(=O)Nc2sccc2C(N)=O)nc2ccccc2c1=O (centres undefined) | i
COc1ccc(C(=O)N[C@H](C(=O)OCCCOC(=O)[C@@H](NC(=O)c2ccc(OC)cc2)C(C)C)C(C)C)cc1 | i
Cc1noc(C)c1C(=O)OCC(=O)/C=C1/N(C)c2ccccc2C1(C)C | i
CC1CN(C(=O)CSc2nnc(-c3cccs3)n2N)CC(C)O1 (centres undefined) | i
O=C(COC(=O)CCC1CCCC1)Nc1ccc(F)cc1 | i
CC(=NNC(=O)c1cc(C)nc2ccccc12)c1ccc(N2CCOCC2)cc1 | i
COc1ccccc1OCc1ccc(C(=O)Nc2ccccc2)cc1 | i
CC(NC(=O)CN1C(=O)NC2(CCCCCC2)C1=O)c1ccccc1 (centres undefined) | i
CC(C)(C)OC(=O)NCCCCCNC(=O)c1[nH]cnc1C(=O)Nc1ccccc1 | i
CC(NC(=O)COC(=O)CN1C(=O)c2ccccc2C1=O)c1ccccc1 (centres undefined) | i
O=C(CNC(=O)c1cccs1)Nc1cccc(S(=O)(=O)N2CCOCC2)c1 | i

High-throughput results as filed in PubChem BioAssay.
